Screening data from PubChem BioAssay.
SRC3 TRFRET art – counter-screen for PPARgamma SRC-3 recruitment agonists: TR-FRET artefact | PPARgamma/SRC-3 format; hits give high values | TR-FRET ratio at 8 µM | hit rate 0.39% among 99,000; in the data active means TR-FRET ratio above about 2000; further: inactives centre near 1600; reference of the scale not given here
SRC1 TRFRET art – TR-FRET artefact, counter-screen to PPARgamma/SRC-1 agonist assay | TR-FRET detection artefact counter-screen, emission ratio; hits give high values | TR-FRET ratio at 8 µM | hit rate 0.34% among 99,000; in the data active means TR-FRET ratio above about 2300; further: inactives centre near 1800; reference of the scale not given here
An asterisk follows results filed as active. An excerpt. The share of hits here may be higher or lower than overall.

SMILES	SRC3 TRFRET art	SRC1 TRFRET art
COc1ccc(-c2[nH]ncc2/C=N/NC(=O)c2cccc([N+](=O)[O-])c2)cc1OC	1637	1872
Cc1[nH]nc2c1C(c1cccs1)C(C#N)=C(N)O2 (stereo unspecified)	1401	1617
Cc1ccc(OC(=O)c2ccc3nc(C)sc3c2)cc1	1920	2054
O=C(N/N=C/c1cc([N+](=O)[O-])ccc1N1CCCCCC1)c1ccccn1	1351	1636
O=[N+]([O-])c1cncc([N+](=O)[O-])c1Nc1ccccc1Cl	1618	2062
Cc1nn(CC(=O)Nc2ccccn2)c(C)c1Br	1627	1623
Cc1ccc(NC(=S)N2CCn3cccc3C2c2cccnc2)cc1 (stereo unspecified)	1485	1794
Cc1ccc(S(=O)(=O)N2CCC(NC(=O)OC(C)C)CC2)cc1	1382	1739
Cc1cc(C)cc(OCC(=O)NCCc2nc3ccccc3[nH]2)c1	1587	1825
CC(C)C(NC(=O)C(Cc1ccccc1)NC(=O)OCc1ccccc1)C(=O)O (stereo unspecified)	1421	1865
CCc1cc2cc(C)cc(C)c2nc1SCC(=O)NNC(=O)c1ccco1	1402	1888
Cc1nc2ncccn2c1-c1csc(Nc2ccc(N(C)C)cc2)n1	1862	2311
CCCC(C)NC(=O)COC(=O)c1cc(Br)c(Br)s1 (stereo unspecified)	1413	1561
O=C(COc1ncnc2ccccc12)N1CCN(S(=O)(=O)c2ccc(Cl)cc2)CC1	1792	2001
CC(=O)c1sc(N/N=C\c2cccc(Br)c2)nc1C	1538	1801
C/C=C(\C)C(=O)NCCN1C2=NC[C@H](C)N2C[C@@H]1Cc1ccc(OC)cc1	1481	1676
O=C(NCc1ccccn1)c1cc(-c2ccc(-c3ccccc3)cc2)nc2ccccc12	2387*	1888
S=C(NCCc1ccc(Cl)cc1)NC1CC1	1541	1728
O=C(/C=C/c1ccco1)NC(=S)Nc1nc(-c2ccc3ccccc3c2)cs1	1604	1766
COc1ccc([N+](=O)[O-])cc1NC(=O)C(C)Sc1nc(C)c(C)c(C)n1 (stereo unspecified)	1590	1869

Full records as entered above:
Shown for O=C(N/N=C/c1cc([N+](=O)[O-])ccc1N1CCCCCC1)c1ccccn1 : SRC3 TRFRET art = 1351; SRC1 TRFRET art = 1636
Shown for Cc1ccc(OC(=O)c2ccc3nc(C)sc3c2)cc1 : SRC3 TRFRET art = 1920; SRC1 TRFRET art = 2054

Structural class, those above containing bromine.
SMILES	SRC3 TRFRET art	SRC1 TRFRET art
Cc1nn(CC(=O)Nc2ccccn2)c(C)c1Br	1627	1623
CCCC(C)NC(=O)COC(=O)c1cc(Br)c(Br)s1 (stereo unspecified)	1413	1561
CC(=O)c1sc(N/N=C\c2cccc(Br)c2)nc1C	1538	1801

Going on with the list.
SMILES	SRC3 TRFRET art	SRC1 TRFRET art
CCNC(=S)N(Cc1cc2cccc(C)c2[nH]c1=O)C1CCCC1	1494	1578
CS(=O)(=O)N(CC(=O)NCCc1ccccc1)c1cccc([N+](=O)[O-])c1	1746	1878
COc1ccc(-n2c(CCC(=O)O)ccc2-c2ccccc2)cc1	1533	2005
COc1cc2c(=O)n(CCC(=O)NCC3CCCO3)c(=O)n(CC(=O)c3ccc(Cl)cc3)c2cc1OC (stereo unspecified)	1899	1870
Cc1cc(C)nc(/N=C(\N)Nc2ccc(-c3ccccc3)cc2)n1	1579	1525
Cc1ccc(C(=O)NS(=O)(=O)c2ccc(N=NN(C)C)cc2)cc1	1629	2096
CC(C(=O)OCC(=O)c1ccccc1)N1C(=O)c2ccccc2C1=O (stereo unspecified)	1660	1926
CCNC(=S)Nc1ccc(Cc2ccncc2)cc1	1511	1916
O=C1CCC(=O)N1c1ccc(NCCc2ccccc2F)c([N+](=O)[O-])c1	1551	2091
Nc1c(C(=O)O)ccc2c1C(=O)c1ccccc1C2=O	1395	1680
Cc1cc(C)nc(N(C#N)Cc2ccccc2C)n1	1416	1540
COc1ccc([N+](=O)[O-])cc1NC(=O)c1ccc(CN(c2ccccc2)S(C)(=O)=O)cc1	1347	1775
CN(C)C(=O)/C(C#N)=C\c1cc(Br)c(Sc2ccc(Cl)cc2)o1	1644	1954
CC1CCN(CC(=O)NCc2ccco2)CC1	1638	1868
COc1ccc(OCCSCc2nnc(NC(=O)Nc3ccc(Cl)cc3)s2)cc1	1685	1838
O=C(CN1C(=O)c2ccccc2C1=O)NCC(=O)OCC(=O)c1ccc(Cl)cc1	1721	1965
COc1cnc(NS(=O)(=O)c2ccc(N)cc2)nc1	1591	1562
Cc1ccc(O)c(N=Cc2sc3ccccc3c2Cl)c1	1634	2131
CCOC(=O)c1nc2nc(C)cc(=O)n2[nH]1	1956	1720
CCn1c(C2CC(=O)N(c3cc(C)cc(C)c3)C2)nc2ccccc21 (stereo unspecified)	1329	1626
COCC1CCN(Cc2cn(Cc3ccccc3)nc2-c2cc3ccccc3o2)CC1	1486	1845
COc1ccc(CN2C(=O)CC(C(=O)NCCc3ccc(S(N)(=O)=O)cc3)SC2=Nc2ccccc2)cc1 (stereo unspecified)	1569	1749
CC(C)[C@@H]1NC(=O)c2cc([N+](=O)[O-])cc(I)c2NCCC[C@@H](C(=O)NC(CC(=O)O)C(N)=O)NC(=O)[C@H](CO)NC1=O (stereo partly specified)	1620	1906
COc1cccc(NC(=S)C(C#N)=C2N(C)c3ccccc3N2C)c1	1579	1748
Cc1ccc(NC(=O)CCNC(=O)c2ccco2)cc1F	1582	1776
Cc1[nH]c2ccccc2c1/C=N/NC(=O)c1cccs1	1536	1527
COCCNCCCCOc1ccc(Br)cc1C	1583	1771
O=C(Nc1ccc(Cl)cc1)/C(=C/c1cccc(O)c1)c1nc2ccccc2s1	1622	2022
c1ccc(Nc2nc(NCC3CCCO3)c3ccccc3n2)cc1 (stereo unspecified)	1544	1929
CC(C)=N/N=c1\scc(C)n1Cc1ccco1	1554	1665
Cc1ccc2nc(NC(=S)NC(=O)c3ccco3)sc2c1	2144*	2516*
O=C(CCC1CCCCC1)NCc1ccc(F)cc1	1555	1698
O=C(CSc1ccc(-c2ccco2)nn1)NCCc1ccccc1	1548	1764
CCCCCCC1(C)NC(=S)N(c2ccccc2)N1 (stereo unspecified)	1785	2036
O=C(CCSc1nnc(-c2ccco2)o1)Nc1ccc(Cl)cc1	1354	1781
CCO[C@H]1OC(C(=O)NCc2nc3ccccc3[nH]2)=C[C@@H](C)[C@@H]1CCCO	1594	1839
CCCN(CCC)CCCn1c(=O)[nH]c2ccccc21	1568	1753
O=C(O)/C(=C\c1cccc(F)c1)c1ccc(S(=O)(=O)N2CCCCC2)s1	1608	1567
Cc1ccccc1NC(=S)N/N=C/C(C)c1ccccc1 (stereo unspecified)	1726	1599
Cn1c(CNC(=O)c2ccccc2F)nnc1SCc1ccc(F)cc1	1489	1746
CCN(Cc1ccccc1)C(=O)CSc1nc(C)cc(=O)[nH]1	1655	1907
O=C(Nc1nc2ccccc2[nH]1)c1cccs1	1306	1876
O=C(/C=C/c1ccccc1[N+](=O)[O-])NC1CCCC1	1588	1895
O=C(NC1CCCc2ccccc21)c1cc(S(=O)(=O)N2CCOCC2)ccc1F (stereo unspecified)	1488	1808
Nc1nc(SCC(=O)Nc2ccc(S(N)(=O)=O)cc2)n[nH]1	1364	1758
Cc1ccc(/C=C/C(=O)NCc2ccncc2)cc1	1650	1976
CCc1cccc(C)c1NC(=S)NCC(c1cccnc1)N(C)C (stereo unspecified)	1519	1868
COc1ccc(CC(=O)Nc2nnc(-c3cccc([N+](=O)[O-])c3)s2)cc1	1558	2010
Cc1nnc(C)c2c(C)n(-c3cccc4cccnc34)c(C)c12	1502	1688
O=C(NCCCn1ccnc1)c1ccc(Cl)cc1[N+](=O)[O-]	1708	1814
O=C(Nc1cc(=O)[nH]c(=O)[nH]1)c1cccc(Br)c1	1780	1755
Cc1cccc(C2=NNC(=O)C(c3ccc(Cl)cc3)C2)c1 (stereo unspecified)	1435	1360
COc1ccc(-n2c(CNC(=O)COc3ccccc3)n[nH]c2=S)cc1	1399	1763
COc1ccc(-c2ccc(SCC(=O)N3CCN(c4ccccc4)CC3)nn2)cc1	1440	1620
Cc1cc([N+](=O)[O-])ccc1NC(=O)Nc1ccccc1F	1674	1885
Cc1[nH]nc(SCC(=O)Nc2cccc(O)c2)c1[N+](=O)[O-]	1463	1723
COc1cc(C(=O)Nc2nc(-c3ccc(Cl)cc3)c(C)s2)ccc1OCC(=O)Nc1ccc(F)cc1	1747	2015
C=CCOc1cccc(NC(=O)c2ccccc2SC)c1	1636	1818
O=C(COc1ccc(Cl)cc1Cl)Nc1c(-c2cccs2)nc2ccccn12	1657	1833
O=C(Cn1cncc1-c1ccc([N+](=O)[O-])cc1)Nc1cccc2ccccc12	1585	1463

A few values from the results shown.
Value for Cc1cccc(C2=NNC(=O)C(c3ccc(Cl)cc3)C2)c1 (stereo unspecified) under SRC3 TRFRET art: 1435
Value for COc1ccc(-n2c(CNC(=O)COc3ccccc3)n[nH]c2=S)cc1 under SRC3 TRFRET art: 1399
Value for Cc1ccc(/C=C/C(=O)NCc2ccncc2)cc1 under SRC1 TRFRET art: 1976
Value for O=C(/C=C/c1ccccc1[N+](=O)[O-])NC1CCCC1 under SRC3 TRFRET art: 1588

Next section
SMILES	SRC3 TRFRET art	SRC1 TRFRET art
C=CCOc1ccc(CN(C)CC(=O)Nc2ccccc2[N+](=O)[O-])cc1	1506	1822
COc1ccc(CNC(=S)Nc2ccc(-c3ccccc3)cc2)cc1	1625	1716
C=CCNC(=S)Nc1ccc(N2CCOCC2)c(S(=O)(=O)Nc2ccccc2Cl)c1	1432	1824
O=C(c1cccc(C(F)(F)F)c1)C1CCCN(C(=O)CN2CCCC2=O)C1 (stereo unspecified)	1548	1641
Cc1ccc(-c2nn(-c3ccccc3)cc2NC(=O)c2ccccc2)cc1	1283	1942
C(=C\c1ccco1)/C=N/n1cnnc1	1403	1700
CC(C)(C)c1ccc(/C=C2\Oc3cc(OC(=O)N4CCOCC4)ccc3C2=O)cc1	1597	1720
Nc1cc(=O)[nH]c(SCC(=O)Nc2ccc3c(c2)CCC3)n1	1636	1846
O=C(O)c1ccc(CNCc2cccc(Cl)c2)cc1	1869	1833
CCN(CC)S(=O)(=O)c1cccc(NC(=O)COc2ccc(F)cc2Br)c1	1618	1677
O=S(=O)(Cc1ccccc1)c1nc2ccccc2n1Cc1ccccn1	1659	1826
COC(=O)Cc1c[nH]c2ccc(OCC(O)CNC(C)C)cc12 (stereo unspecified)	1797	1526
CCOC(=O)c1ccc(NC(=O)NC2CC3CCC(C2)N3)cc1 (stereo unspecified)	1807	1698
O=C1CCCN1CCCNC(=S)Nc1ccc(Br)cc1Cl	1602	1790
COc1cccc(/C=C(/CC(=O)Nc2ccc(N3CCOCC3)cc2)c2nc3ccccc3s2)c1	1701	1795
O=C(CCS(=O)(=O)c1ccccc1)Nc1ccccc1-c1nc2ccccc2s1	1577	1873
Cc1nn(C)c(C)c1/C=C/C(=O)c1ccc(Cl)cc1Cl	1555	1675
S=C(Nc1cccc(Cl)c1Cl)N1CCC2(CC1)OCCO2	1513	1862
COc1cccc(/C=N/Nc2nccnc2Cl)c1O	1367	1601
CCCn1c(CN(Cc2ccccc2)Cc2ccccc2)nc2c1c(=O)n(C)c(=O)n2C	1539	2097

Next section, overlapping the part above by 2 compounds.
SMILES	SRC3 TRFRET art	SRC1 TRFRET art
COc1cccc(/C=N/Nc2nccnc2Cl)c1O	1367	1601
CCCn1c(CN(Cc2ccccc2)Cc2ccccc2)nc2c1c(=O)n(C)c(=O)n2C	1539	2097
Cc1ccc2nc(NC(=O)CSc3nnc(C)c(=O)n3N)sc2c1	1589	1897
CC1Cc2ccccc2N1C(=O)c1ccc(N2CCCC2)c([N+](=O)[O-])c1 (stereo unspecified)	1592	1892
COc1ccc(OC)c(Nc2nc(=O)c3cccnc3s2)c1	1787	1963
CCOC(=O)c1[nH]c(C)c(C(=O)Nc2cc(Cl)ccc2C)c1C	1575	1688
N#C/C(=C\c1ccco1)C(=O)NCC1CCCO1 (stereo unspecified)	1658	1548
COC(=O)Cc1ccc(NC(=S)Nc2ccccn2)cc1	1402	1722
O=C(Nc1nc(-c2ccc(Cl)cc2Cl)cs1)c1ccc(OCC2CCCO2)cc1 (stereo unspecified)	1629	1838
Cc1ccc(CC(=O)Nc2cccc([N+](=O)[O-])c2)cc1	1440	1766
COC(=O)N/N=C/c1cn(Cc2c(Cl)cccc2Cl)c2ccccc12	1535	1683
CCOc1ccc(OCCC(=O)Nc2ccc(F)cc2C)cc1	1426	1816
Cc1ccccc1C(=O)NC(=S)N(C)CCc1ccccn1	1527	1892
CC(C)n1c(CCCO)nc2ccccc21	1477	1612
CCN(Cc1ccccc1)S(=O)(=O)c1cc(C(=O)NCCCN(C)C)ccc1OC	1580	1874
COC(=O)c1ccccc1NC(=O)NC1CCC(C)CC1 (stereo unspecified)	1444	1635
Cn1c(=O)c2[nH]c(N3CCN(c4ccccc4)CC3)nc2n(C)c1=O	1429	1869
CC(NCC(O)COCCC12CC3CC(CC(C3)C1)C2)c1ccccc1 (stereo unspecified)	1682	2013
CCOC(=O)c1c(-c2ccc(F)cc2)csc1NC(=O)CCN1CCOCC1	1485	1642
O=C(CSc1ccsc1[N+](=O)[O-])N1CCCCCC1	1768	1748
Nc1nnc(C2CCCC2)s1	1537	1975
O=C(COC(=O)c1cccc(C(F)(F)F)c1)NCc1ccccc1	1198	1549
CC(Nc1ccccc1)c1ccncc1 (stereo unspecified)	1601	2132
CC(=O)c1cccc(N2C(=O)C3C4CCC(C4=C(C)C)C3C2=O)c1 (stereo unspecified)	1689	1797
CCn1c(NCc2ccco2)nc2ccccc21	1682	1952
CSc1ncc(F)c(N(CCO)CCO)n1	1626	1974
